PrPC TRFRET = inhibitors of human cell surface prion protein PrPC, primary screen, cell-based, TR-FRET. TR-FRET read-out. inhibition, % at 13.8 µM. hit rate 0.43% among 370,000. AID 720596, 2013; in the data active = inhibition above about 24%; note: 0% = median of the test wells and 100% = reference compound wells
CCHFV vOTU inh = CCHFV vOTU protease inhibitors, primary screen, biochemical, Pep-AMC substrate, fluorescence. AID 651958, 2012. hit rate 0.55% among 370,000. inhibition, % at 11.5 µM; in the data active = inhibition above about 30%; note: 0% = vehicle wells with enzyme and 100% = no enzyme wells
Starred values were filed as active, the others as inactive.

Results for CCOC(=O)CC[C@@H]1CC[C@]2(CCCN(S(=O)(=O)c3ccccc3)C2)O1 ?
PrPC TRFRET: 4.2; CCHFV vOTU inh: -0.4

What do the screens show for `CC1(C(=O)Nc2ccc3c(c2)OCCO3)CSCC(=O)N1C1CCN(Cc2ccccc2)CC1` (configuration not stated)?
PrPC TRFRET: -13.2; CCHFV vOTU inh: 10.4

Results for Cc1ccc(C2NC(=O)c3n[nH]c(C(C)C)c32)cc1 (configuration not stated) ?
PrPC TRFRET: 12.1; CCHFV vOTU inh: 3.6

What do the screens show for `Nn1c(SCC(=O)N2CCOCC2)nnc1-c1n[nH]c2c1CCC2`?
PrPC TRFRET: 3.9; CCHFV vOTU inh: -0.1

Results for CN1C(=O)c2cc(NC(=O)Nc3ccccc3F)ccc2OC[C@H]2O[C@@H](CC(=O)NCc3ccc(-c4ccccc4)cc3)CC[C@@H]21 ?
PrPC TRFRET: 7.5; CCHFV vOTU inh: -2.1

How did COC(=O)C1CN(Cc2cn(Cc3ccc(C)cc3)nn2)CCS(=O)(=O)N1Cc1ccc(C)cc1 (configuration not stated) do in these assays?
PrPC TRFRET: 5.1; CCHFV vOTU inh: 20.1

Results for CCC(NC(=O)c1ccc2c(ccn2Cc2cccc(-c3ccccc3C(=O)O)c2)c1)c1ccccc1 (configuration not stated) ?
PrPC TRFRET: -2.4; CCHFV vOTU inh: 23.1

What do the screens show for `CC(C)NC(=O)C1(C)CN(S(C)(=O)=O)CC(=O)N1CCCn1ccnc1` (configuration not stated)?
PrPC TRFRET: -3.2; CCHFV vOTU inh: 4.3

How did COP(=O)(O)C[C@@H]1CCc2cc(C)cc([C@H](CC(C)C)NC(=O)OCc3ccccc3)c2O1 do in these assays?
PrPC TRFRET: -4.3; CCHFV vOTU inh: 15.8

What do the screens show for `COc1ccc(/C(C)=N/NC(=O)Cc2cc(=O)[nH][nH]2)cc1OC`?
PrPC TRFRET: 4.2; CCHFV vOTU inh: -2.8

Results for COc1cccc(CNC(=O)C2CCN(c3nc(OC)nc(OC)n3)CC2)c1 ?
PrPC TRFRET: 4.5; CCHFV vOTU inh: 13.0

What do the screens show for `COc1ccc(C(=O)C(OP(=O)(OC)OC)c2ccccc2OC)cc1` (configuration not stated)?
PrPC TRFRET: -5.0; CCHFV vOTU inh: 23.1

What do the screens show for `Cc1cc(N=O)no1`?
PrPC TRFRET: -14.1; CCHFV vOTU inh: -7.5

How did COc1ccc(C2C(C(=O)N3CCN(c4ccccc4C)CC3)CC(=O)N2c2ccc(OC)cc2)cc1 (configuration not stated) do in these assays?
PrPC TRFRET: 2.3; CCHFV vOTU inh: 17.4

Results for O=C(NCCc1c[nH]c2ccccc12)OCc1cn(Cc2cccc(F)c2F)nn1 ?
PrPC TRFRET: 11.0; CCHFV vOTU inh: 3.3

What do the screens show for `COC(=O)[C@H](C(C)C)N1CCc2nnn(CC3CCCCC3)c2-c2ccccc2S1(=O)=O`?
PrPC TRFRET: -8.3; CCHFV vOTU inh: 13.4

Results for CC(=O)N1c2ccccc2N=C(c2ccc(C(F)(F)F)cc2)C1C(=O)NC1CCCC1 (configuration not stated) ?
PrPC TRFRET: 3.5; CCHFV vOTU inh: 15.8

How did CCNC(=O)C[C@H]1CC[C@H]2[C@@H](COc3ccc(NC(=O)Nc4ccccc4)cc3C(=O)N2C)O1 do in these assays?
PrPC TRFRET: -2.6; CCHFV vOTU inh: 0.1

How did CCOCC(=O)NC(=O)N1C[C@H]2CON(C)[C@H]2C[C@H]1c1ccc(OC)cc1 do in these assays?
PrPC TRFRET: -7.7; CCHFV vOTU inh: 7.2

Results for Cc1ccc(S(=O)(=O)N(C)c2cccc3c2S(=O)(=O)N([C@H](C)c2ccccc2)C[C@@H](COCc2ccccc2)O3)cc1 ?
PrPC TRFRET: -6.2; CCHFV vOTU inh: 5.3

How did C#CCCN([C@H](C(=O)OC)C(C)C)S(=O)(=O)c1ccccc1Br do in these assays?
PrPC TRFRET: -4.1; CCHFV vOTU inh: 0.6

What do the screens show for `COC(=O)C1CN(Cc2ccccc2)CCS(=O)(=O)N1Cc1ccc(F)cc1` (configuration not stated)?
PrPC TRFRET: 5.3; CCHFV vOTU inh: 1.9

How did CCCCCCCCN1C(=O)[C@@H](CC(=O)NCc2ccc(OC)c(OC)c2)C[C@@]2(C(=O)OC)C1=C[C@H](COCc1ccccc1)O[C@@H]2C do in these assays?
PrPC TRFRET: 8.8; CCHFV vOTU inh: 8.7

What do the screens show for `O=C(Nc1ccccc1)Nc1nc2ncccn2c1-c1ccc(C(F)(F)F)cc1`?
PrPC TRFRET: -11.0; CCHFV vOTU inh: -27.8

What do the screens show for `C=CCOC(=O)N[C@H](c1ccc(-c2ccccc2)cc1)[C@H](C)/C=C/CC(=O)OC`?
PrPC TRFRET: 9.2; CCHFV vOTU inh: 10.7

Results for O=C(CSc1nnc(-c2ccccn2)n1-c1ccc(Cl)cc1)Nc1ccccc1-c1ccccc1 ?
PrPC TRFRET: -8.6; CCHFV vOTU inh: 3.7

Results for COC(=O)C1=C(C)N(Cc2ccc(C(F)(F)F)cc2)C(=NCC2CC2)NC1c1ccccc1 (configuration not stated) ?
PrPC TRFRET: -8.7; CCHFV vOTU inh: 9.0

How did O=S1(=O)c2ccc(Br)cc2OC2CCCC[C@@H]2N1Cc1ccccc1 (some centres not stated) do in these assays?
PrPC TRFRET: -0.9; CCHFV vOTU inh: 4.8

How did COc1ccccc1C(=O)n1ccc2ccc(-c3ccc4ccn(Cc5ccccc5)c4c3)cc21 do in these assays?
PrPC TRFRET: -2.6; CCHFV vOTU inh: -29.4

How did COc1ccc(CNCC#CC2=CCCCC2)c(OC)c1 do in these assays?
PrPC TRFRET: 7.8; CCHFV vOTU inh: -6.0

How did O=C1c2ccccc2/C(=C\c2ccc(Br)nc2)N1c1ccccc1 do in these assays?
PrPC TRFRET: -9.4; CCHFV vOTU inh: 2.3

How did CC1(c2nnnn2Cc2ccccc2)CCCCC(=O)N1Cc1cccs1 (configuration not stated) do in these assays?
PrPC TRFRET: -3.5; CCHFV vOTU inh: -3.8

What do the screens show for `COc1ccc(C(=O)C(=O)N2CCN(c3ccccc3F)CC2)cc1`?
PrPC TRFRET: -1.8; CCHFV vOTU inh: -9.2

How did Cc1ccccc1CNC(=O)CN1CCCc2ccccc21 do in these assays?
PrPC TRFRET: 9.2; CCHFV vOTU inh: 8.9

Results for COc1ccc(NC(=O)CSc2nnc(-c3n[nH]c4c3CCC4)n2N)cc1OC ?
PrPC TRFRET: -7.8; CCHFV vOTU inh: -7.7

How did CCn1c2ccccc2c2cc(NC(=O)COC(=O)c3ccc(C)cc3)ccc21 do in these assays?
PrPC TRFRET: 2.4; CCHFV vOTU inh: 1.6

Results for COc1ccc(CN2C/C(=C/C3=CCCCC3)N(C(=O)OCc3ccccc3)C2=N)c(OC)c1 ?
PrPC TRFRET: 4.1; CCHFV vOTU inh: 17.6

Results for O=C(Nc1ccc(F)cc1)OCCN1C(=O)CCC12CCC(c1ccc(Cl)cc1)CC2 (configuration not stated) ?
PrPC TRFRET: 7.3; CCHFV vOTU inh: 1.2

What do the screens show for `COC(=O)C1=C(C)N(Cc2ccccc2C(F)(F)F)C(=NCc2ccccc2C(F)(F)F)NC1c1ccc(Cl)cc1` (configuration not stated)?
PrPC TRFRET: 5.5; CCHFV vOTU inh: 7.5

How did C=CCN1C(C(=O)OC)CN(Cc2cn(Cc3ccc(Cl)cc3)nn2)CCS1(=O)=O (configuration not stated) do in these assays?
PrPC TRFRET: 6.3; CCHFV vOTU inh: 1.1

How did CN(C)C(=O)N1CCN(C(=O)[C@H](CCc2ccccc2)NC(=O)[C@H]2O[C@@H](n3cnc4c(N)ncnc43)[C@H](O)[C@@H]2O)CC1 do in these assays?
PrPC TRFRET: 0.9; CCHFV vOTU inh: -10.1

What do the screens show for `CC(C)Oc1cccc(-c2n[nH]c(=S)n2N=Cc2ccc(O)cc2O)c1`?
PrPC TRFRET: -0.3; CCHFV vOTU inh: 7.2

Results for CC(C)[C@H](NC(=O)[C@H](Cc1ccccc1)NC(=O)OC(C)(C)C)C(=O)N1CCC2CCN(S(=O)(=O)c3ccccc3)CC21 (some centres not stated) ?
PrPC TRFRET: 6.5; CCHFV vOTU inh: 7.3

What do the screens show for `COC(=O)c1cc2c(c3c4cc(OC)ccc4n(S(=O)(=O)c4ccc(OC)cc4)c13)C(=O)N(Cc1ccc(N(C)C)cc1)C2`?
PrPC TRFRET: 3.1; CCHFV vOTU inh: 8.0

Results for CC(C)CNC(=O)OCc1cn(Cc2cc(F)cc(F)c2)nn1 ?
PrPC TRFRET: 6.2; CCHFV vOTU inh: -3.9

How did C[C@@H]1C(=O)N2N=Cc3cc4ccccc4cc3[C@H]2N2N=Cc3cc4ccccc4cc3[C@@H]12 do in these assays?
PrPC TRFRET: -5.3; CCHFV vOTU inh: 22.3

How did CC(C)[C@H](NS(=O)(=O)c1ccc(F)cc1F)C(=O)N1CCC[C@H]1C(=O)NCc1ccccc1 do in these assays?
PrPC TRFRET: 10.1; CCHFV vOTU inh: 11.7

Results for CCOC(=O)[C@]12CCCC=C1N(CCCOC)C(=O)[C@@H]2CC(=O)NCc1ccccc1 ?
PrPC TRFRET: -10.8; CCHFV vOTU inh: -3.5

What do the screens show for `CCC(C)CNC(=O)c1cn(C(C)c2ccccc2)nn1` (configuration not stated)?
PrPC TRFRET: 0.6; CCHFV vOTU inh: -3.1

How did O=C(N[C@H](C(=O)N1CCC[C@H]1C(=O)NCCc1ccccc1Cl)C1CCCCC1)c1ccc(Cl)c(Cl)c1 do in these assays?
PrPC TRFRET: 7.0; CCHFV vOTU inh: 15.2

How did O=C(Nc1ccc(F)cc1)OCc1cn(Cc2cc(F)ccc2F)nn1 do in these assays?
PrPC TRFRET: -1.7; CCHFV vOTU inh: -0.3

What do the screens show for `Cc1[nH]nc2c1C(c1ccccc1)N(c1ccccc1)C2=O` (configuration not stated)?
PrPC TRFRET: 1.1; CCHFV vOTU inh: -6.2

What do the screens show for `Cc1ccc(S(=O)(=O)N2CC(CBr)=CCC2c2ccccc2)cc1` (configuration not stated)?
PrPC TRFRET: 7.1; CCHFV vOTU inh: 13.7

Results for COC(=O)[C@]12C[C@H](CC(=O)NCc3cccs3)C(=O)N(Cc3cccc4ccccc34)C1=C[C@H](C(C)C)O[C@@H]2C1CC1 ?
PrPC TRFRET: 8.4; CCHFV vOTU inh: 11.3

What do the screens show for `O=C1NC(c2ccccc2)(c2ccccc2)C(=O)N1CNc1ccccn1`?
PrPC TRFRET: -2.3; CCHFV vOTU inh: -1.1

What do the screens show for `CC/C=C\[C@H](O)[C@H](O)C1=C(C)C(=O)[C@]2(O1)C(=O)N[C@@](OC)(C(=O)c1ccccc1)[C@@H]2O`?
PrPC TRFRET: -5.1; CCHFV vOTU inh: 1.9

How did COc1ccc(C2=CCN(C)C(=O)N2c2ccc([N+](=O)[O-])cc2)cc1 do in these assays?
PrPC TRFRET: -6.0; CCHFV vOTU inh: 1.1

Results for COC(=O)C1=CN(c2ccc(OC)cc2)C(N)=C(C#N)C1c1cccc2ccccc12 (configuration not stated) ?
PrPC TRFRET: 7.1; CCHFV vOTU inh: -3.8

What do the screens show for `CC(=O)c1cc(-c2cccc(C(C)C)c2)c(=O)n2c1CCC2`?
PrPC TRFRET: 3.7; CCHFV vOTU inh: 4.4

How did O=C(NC1CCCC1)C1CSCCS(=O)(=O)N1Cc1ccc(F)cc1 (configuration not stated) do in these assays?
PrPC TRFRET: -5.9; CCHFV vOTU inh: -4.8

Molecules above that have a CF3 group (4):
Results for CC(=O)N1c2ccccc2N=C(c2ccc(C(F)(F)F)cc2)C1C(=O)NC1CCCC1 (configuration not stated) ?
PrPC TRFRET: 3.5; CCHFV vOTU inh: 15.8

What do the screens show for `O=C(Nc1ccccc1)Nc1nc2ncccn2c1-c1ccc(C(F)(F)F)cc1`?
PrPC TRFRET: -11.0; CCHFV vOTU inh: -27.8

Results for COC(=O)C1=C(C)N(Cc2ccc(C(F)(F)F)cc2)C(=NCC2CC2)NC1c1ccccc1 (configuration not stated) ?
PrPC TRFRET: -8.7; CCHFV vOTU inh: 9.0

What do the screens show for `COC(=O)C1=C(C)N(Cc2ccccc2C(F)(F)F)C(=NCc2ccccc2C(F)(F)F)NC1c1ccc(Cl)cc1` (configuration not stated)?
PrPC TRFRET: 5.5; CCHFV vOTU inh: 7.5

Among those listed so far, 3 have an aryl thioether with sulfur outside any ring.
What do the screens show for `Nn1c(SCC(=O)N2CCOCC2)nnc1-c1n[nH]c2c1CCC2`?
PrPC TRFRET: 3.9; CCHFV vOTU inh: -0.1

Results for O=C(CSc1nnc(-c2ccccn2)n1-c1ccc(Cl)cc1)Nc1ccccc1-c1ccccc1 ?
PrPC TRFRET: -8.6; CCHFV vOTU inh: 3.7

Results for COc1ccc(NC(=O)CSc2nnc(-c3n[nH]c4c3CCC4)n2N)cc1OC ?
PrPC TRFRET: -7.8; CCHFV vOTU inh: -7.7

Next section.
How did CCC(C)CN1C(=O)CN(S(C)(=O)=O)CC1(C)C(=O)Nc1c(C)cccc1C (configuration not stated) do in these assays?
PrPC TRFRET: 0.6; CCHFV vOTU inh: -7.2

Results for CCOC(=O)[C@@]12CCCC3=C1N(CCC3)C(=O)[C@H]2CC(=O)N1CCCC1 ?
PrPC TRFRET: -0.7; CCHFV vOTU inh: -2.0

Results for C[C@@H]1Cc2cc(O)cc(O)c2C(=O)O1 ?
PrPC TRFRET: -1.5; CCHFV vOTU inh: -1.1

How did COC(=O)C1CN(C2CC2)CCS(=O)(=O)N1Cc1cn(Cc2ccccc2)nn1 (configuration not stated) do in these assays?
PrPC TRFRET: -3.5; CCHFV vOTU inh: 8.8

What do the screens show for `CCCN1C(=O)c2n[nH]c(C)c2C1c1ccc2c(c1)OCO2` (configuration not stated)?
PrPC TRFRET: -0.8; CCHFV vOTU inh: -2.5

How did CC(C)[C@H](N)C(=O)N1CCC[C@@H]1C(=O)N1CCC2CCN(S(=O)(=O)c3ccccc3)CC21 (some centres not stated) do in these assays?
PrPC TRFRET: -2.4; CCHFV vOTU inh: -1.0

How did Cc1cccc(C)c1NC(=O)C(c1ccc(-c2ccccc2)cc1)n1c(=O)c(-c2ccco2)nc2ccccc21 (configuration not stated) do in these assays?
PrPC TRFRET: 16.9; CCHFV vOTU inh: 32.9*

Source: PubChem BioAssay

This is a subset, so the mix of outcomes need not match the whole.
